# TNAP inh Pi = human TNAP inhibition, phosphate detection; P05186; 21,000 tested, under 10 active; inhibition, % at 20 µM; AID 614; purified TNAP, pNPP, malachite green phosphate absorbance
# Target sequence (P05186 whole entry, looked up): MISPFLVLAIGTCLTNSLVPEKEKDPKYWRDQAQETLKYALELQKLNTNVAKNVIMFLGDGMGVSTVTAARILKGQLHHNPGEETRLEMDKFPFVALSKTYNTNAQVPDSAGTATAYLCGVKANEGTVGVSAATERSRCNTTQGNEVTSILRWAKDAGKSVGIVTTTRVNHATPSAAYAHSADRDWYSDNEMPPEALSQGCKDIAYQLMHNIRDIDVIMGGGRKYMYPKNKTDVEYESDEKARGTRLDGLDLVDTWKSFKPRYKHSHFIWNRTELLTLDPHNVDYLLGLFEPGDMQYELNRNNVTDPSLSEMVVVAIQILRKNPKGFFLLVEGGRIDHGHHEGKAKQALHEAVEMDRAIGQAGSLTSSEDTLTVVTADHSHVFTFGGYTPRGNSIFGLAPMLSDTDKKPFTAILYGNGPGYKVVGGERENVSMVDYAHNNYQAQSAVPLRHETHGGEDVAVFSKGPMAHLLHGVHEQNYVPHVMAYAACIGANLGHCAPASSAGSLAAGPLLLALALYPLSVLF
# TNAP pNPP inh = inhibitors of human tissue-nonspecific alkaline phosphatase; 21,000 tested, under 10 active; P05186; purified TNAP, pNPP hydrolysis, absorbance 405 nm; inhibition, % at 20 µM;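 also: 0% = DMSO only wells and 100% = 1 mM levamisole wells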
# * marks the source's active call; other numbers are inactive results; & = joins results of further samples.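 The calls were made as follows: active = inhibition above 50% at the 20 µM single-dose screen; inactive = the rest.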 This is a subset. The share of hits here may be higher or lower than overall.
item | TNAP inh Pi | TNAP pNPP inh | Compound
1 | 9 | 2 | CCN(CC)CCN1C(=O)C(=O)/C(=C(/O)c2cnn(-c3ccccc3)c2C)C1c1cccnc1 (stereo not given)
2 | 6 | 4 | COc1ccc(-c2nnc(-c3ccc(Br)o3)o2)cc1OC
3 | 14 | 6 | Cc1[nH]n2c(=O)c3c(nc2c1-c1ccccc1)CCCC3
4 | 0 | 0 | CCOC(=O)C1CCN(C=Nc2cc(C)on2)CC1
5 | 3 | 6 | Cc1cccc(OCc2nnc(SCC(=O)N3CCCC3)n2C)c1
6 | 10 | 5 | COCCOC(=O)C1=C(C)NC(=O)NC1c1cn(-c2ccccc2)nc1-c1cccs1 (stereo not given)
7 | 4 | 1 | Cc1ccc(OCC(=O)NCC(=O)n2nc(C)cc2C)cc1
8 | 6 | 2 | C[N+](C)(C)CCOP(=O)([O-])OC[C@H](O)CO
9 | 3 | 5 | O=C1CSC(=O)N1CCOCCN1C(=O)CSC1=O
10 | 11 | 6 | CC1(C)C2CCC1(C)C(NC(=O)CCN1CCCCC1)C2 (stereo not given)

# Screen by screen, as entered above:
# Nos. 2–8 in TNAP pNPP inh: 4, 6, 0, 6, 5, 1, 2
# Nos. 2–8 in TNAP inh Pi: 6, 14, 0, 3, 10, 4, 6

# (continued)
item | TNAP inh Pi | TNAP pNPP inh | Compound
11 | 15 | 10 | COc1ccc(C2CC(=O)C(C=NCCN3CCOCC3)=C(O)C2)cc1 (stereo not given)
12 | 0 | 0 | CN(C)C=C1C(=O)c2ccccc2C1=O
13 | 10 | 6 | COc1ccc(S(=O)(=O)Nc2c(C(=O)O)[nH]c3ccccc23)c(OC)c1
14 | -14 | 6 | COCc1nc(-c2ccc(-c3ccc(C)cc3)nc2OC)no1
15 | 8 | 1 | CCc1cc2c(C)cc(=O)oc2cc1OC(=O)C1CCCN1C(=O)OC(C)(C)C (stereo not given)
16 | 11 | 4 | COc1cccc(NC(=O)c2ccccc2-c2nc(-c3ccc(Cl)cc3)no2)c1
17 | 4 | 8 | CCc1ccccc1NC(=O)CSc1nnc([C@@H](NC(=O)OC(C)(C)C)C(C)C)o1
18 | 3 | 1 | CSc1ccc2c(c1)N(CCC1CCCCN1C)c1ccccc1S2 (stereo not given)
19 | 10 | 1 | COc1cc(C(=O)Nc2cccc3ncccc23)cc(OC)c1OC
20 | -5 | 7 | Cc1ccc(NCc2nnc(SCC(=O)Nc3ccccc3)n2CC2CCCO2)c(C)c1 (stereo not given)
21 | 9 | 0 | Nc1nc(-c2cccnc2)nc(N2CCCCC2)n1
22 | 4 | 1 | [N-]=[N+]=CC(=O)c1ccnc(C(=O)C=[N+]=[N-])c1
23 | 9 | 6 | O=C(CN(CC1CCCO1)C(=O)Cn1nnc(-c2ccc(F)cc2)n1)NC1CCCCC1 (stereo not given)
24 | 0 | 0 | CCn1c(=O)c2cc(S(=O)(=O)NC3CCCCC3)ccc2n(CC)c1=O
25 | 7 | 0 | C#CCOc1ccc2c(C)cc(=O)oc2c1
26 | 0 | -5 | COc1cc(C(=O)Nc2oc(-c3ccccc3)c(-c3ccccc3)c2C#N)cc(OC)c1OC
27 | -8 | 3 | CCOC(=O)CCSc1nc(C)c2ccccc2n1
28 | 13 | 7 | CCC(C)(C)n1nnnc1C(c1cc2ccc(OC)cc2[nH]c1=O)N1CCc2ccccc2C1 (stereo not given)
29 | 4 | 4 | CCn1c(=N)n(CC(=O)OC)c2ccccc21
30 | 10 | 1 | O=S(=O)(c1ccc2oc3ccc(S(=O)(=O)N4CCCC4)cc3c2c1)N1CCCC1
31 | 8 | 5 | COc1ccc(N(CC(=O)NC2CCCCC2)C(=O)CCCC(=O)Nc2ccccn2)c(OC)c1
32 | 12 | 4 | c1ccc(COc2cccc(CNn3cnnc3)c2)cc1
33 | -8 | -7 | CN1c2ccccc2-c2nc3ccccc3n2C1c1ccco1 (stereo not given)
34 | 6 | -1 | CCOc1ccc(S(=O)(=O)Nc2cccc(C(=O)N3CCN(c4ccc(OC)cc4)CC3)c2)cc1
35 | 7 | -2 | Cc1ccc(S(=O)(=O)NCCSc2nnnn2C)cc1
36 | 8 | 3 | CCC1(C)Cc2c(sc3[nH]c(=O)[nH]c(=O)c23)CS1 (stereo not given)
37 | 10 | 6 | Cc1cc2c(c(=O)o1)C(CC(C)C)C(C#N)=C(N)O2 (stereo not given)
38 | 8 | 2 | O=C1c2ccccc2C(=O)N1Cc1nc2ccccc2c(=O)n1CCCN1CCOCC1
39 | 2 | -2 | c1ccc(N2CCN(c3nc(-c4ccccn4)nc4ccccc34)CC2)cc1
40 | 11 | 5 | CC(C)(C)NC(=O)C1CC(=O)OC12CCCCC2 (stereo not given)
41 | 13 | 6 | CC(=C1C(=O)c2ccccc2C1=O)N1CCN(c2ccccn2)CC1
42 | -1 | -2 | O=C1NC(=O)[C@@H]2C3c4ccccc4C=CN3[C@H](C(=O)c3cccs3)[C@H]12 (stereo not given in full)
43 | -2 | -11 | CCOc1ccccc1-c1nc(SCC(=O)O)n[nH]1
44 | 5 | 3 | CCOc1cc(-c2ccc3c(c2)OCO3)cc(=O)c2c(C)oc(C)c12
45 | -17 | 3 | CC(C)Oc1ccc(C(=O)N(Cc2ccco2)C2CCS(=O)(=O)C2)cc1 (stereo not given)
46 | -22 | 1 | C=CCNc1nc(-c2cccc(OC)c2O)nc2ccccc12
47 | 6 | 5 | CNCCC=C1c2ccccc2CCc2ccccc21
48 | 7 | 2 | N#CC1=C(SCc2ccccc2)NC2=C(C(=O)CCC2)C1c1ccc2c(c1)OCO2 (stereo not given)
49 | 7 | 5 | COc1ccc(Cl)cc1S(=O)(=O)Nc1cccc(C(=O)O)c1
50 | 14 | 0 | Cc1cc(C)c2[nH]c(=O)c(C(c3nnnn3CC3CCCO3)N3CCCC(C)C3)cc2c1 (stereo not given)
51 | 6 | 3 | COc1ccccc1-c1c(C)oc2c(CN3CCN(CCO)CC3)c(O)ccc2c1=O
52 | -32 | -4 | C=CCn1c(SCC(=O)NC(=O)NCC(C)C)nnc1C1CCCCC1
53 | 6 | 6 | Oc1ccccc1N=Cc1ccc[nH]1
54 | 8 | 2 | COCCn1c(SCC(=O)c2ccc(Cl)cc2)nnc1C(C)C
55 | 10 | 5 | CCC(C)(C)n1nnnc1C(c1cc2ccc(OC)cc2[nH]c1=O)N1CCN(C2CCCCC2)CC1 (stereo not given)
56 | -14 | 0 | CCOc1ccc(CNc2ccc(N3CCCC3)cc2)cc1
57 | 8 | 3 | Cc1cc(C(=O)CSc2nnc(N)s2)c(C)n1CCc1ccc(F)cc1
58 | 13 | 4 | C=CCn1c(SCCC(=O)O)nnc1-c1cccs1
59 | 10 | 4 | Cn1c(Cn2nnc3ccccc32)nnc1SCC(N)=O
60 | -1 | 6 | O=C(CSc1nnc(-c2cccnc2)n1Cc1ccco1)N1CCc2ccccc21

# Other entries.
item | TNAP inh Pi | TNAP pNPP inh | Compound
61 | 3 | -1 | O=C(Nc1ccc2c(c1)nc1n2CCSC1)c1ccco1
62 | 7 | 4 | c1cncc(-c2nn3c(Cn4cnc5ccccc54)nnc3s2)c1
63 | -10 | 11 | Oc1c(C(Nc2ccccn2)c2ccccn2)ccc2cccnc12 (stereo not given)
64 | 4 | 2 | CC(C)(C)c1cc(C(F)(F)F)nc(SCCCNC(=O)c2ccco2)n1
65 | 10 | -5 | CCC(C)Oc1cccc(C(=O)Nc2ccccc2N2CCOCC2)c1 (stereo not given)
66 | 22 | 6 | O=C(COc1ccc2ccccc2c1Br)Nn1cnnc1
67 | 8 | 4 | COC(=O)C1=C(N)Oc2cc(C)oc(=O)c2C1c1ccncc1 (stereo not given)
68 | 7 | 4 | CC(=O)OCC(OC(C)=O)C(OC(C)=O)C(OC(C)=O)C(=O)Nc1ccc(C)cc1 (stereo not given)
69 | 9 | -1 | COc1cc(NC(=O)Nc2ccccc2OC)c(OC)cc1NC(=O)CN1CCCCC1
70 | -12 | 5 | CCSc1nc(C)cc(Oc2ccc(=O)n(C)n2)n1
71 | -34 | -3 | Cn1c(=O)c(C(=O)Nc2cnccn2)c(O)c2ccccc21
72 | -17 | -1 | COC(=O)c1[nH]c2ccccc2c1NC(=O)CN1CCN(c2cccc(OC)c2)C(C)C1 (stereo not given)
73 | 9 | 3 | Oc1ccccc1C1=Nc2ccccc2N=C(c2ccco2)C1
74 | 5 | 0 | O=C(NC1=NCCS1)C1Cc2ccccc2CN1C(=O)c1ccccc1 (stereo not given)
75 | 8 | 0 | CCSc1nnc(Nc2ccccc2)s1
76 | 7 | -3 | CCOc1ccccc1CNc1ccc(N2CCOCC2)c(C(=O)O)c1
77 | 2 | -2 | Cn1c(=N)n(CC(O)c2cccc3ccccc23)c2ccccc21 (stereo not given)
78 | 11&8 | 5&3 | CN1C(C(=O)Nc2ccccn2)=C(O)c2ccccc2S1(=O)=O
79 | 7 | 6 | CCc1cc(=O)oc2cc(OC(C)C(=O)O)c(Cl)cc12 (stereo not given)
80 | 2 | -4 | COc1cccc(-n2c(SCC(N)=O)nnc2-c2ccncc2)c1

# The last 5 records of the part before open the next one.
item | TNAP inh Pi | TNAP pNPP inh | Compound
76 | 7 | -3 | CCOc1ccccc1CNc1ccc(N2CCOCC2)c(C(=O)O)c1
77 | 2 | -2 | Cn1c(=N)n(CC(O)c2cccc3ccccc23)c2ccccc21 (stereo not given)
78 | 11&8 | 5&3 | CN1C(C(=O)Nc2ccccn2)=C(O)c2ccccc2S1(=O)=O
79 | 7 | 6 | CCc1cc(=O)oc2cc(OC(C)C(=O)O)c(Cl)cc12 (stereo not given)
80 | 2 | -4 | COc1cccc(-n2c(SCC(N)=O)nnc2-c2ccncc2)c1
81 | 6 | 1 | Cc1ccc(-c2nnc3c4ccccc4c(C)nn23)cc1NC(=O)CN1CCOCC1
82 | 5 | 5 | COC(=O)C1=C(C)C(c2ccc(OC)cc2OC)NC(=O)N1 (stereo not given)
83 | 10 | 3 | COc1cccc(-c2nc(N3CCCCC3)c3ccccc3n2)c1O
84 | 7 | 1 | O=C(NCc1ccco1)c1ccc(=O)oc1
85 | 6 | 7 | CCN(CC)c1ccc(NC(=O)Nc2cccc(C(C)=O)c2)cc1
86 | 11 | 4 | CCc1nnc(NC(=O)CSc2nnc(-c3cc4ccccc4cc3O)n2CCOC)s1
87 | 16 | 6 | CCOC(=O)N1CCN(c2nc(C)c3c(n2)CC(C)CC3=O)CC1 (stereo not given)
88 | 11 | 0 | Cc1ccccc1-n1nnnc1SC1CCOC1=O (stereo not given)
89 | -7 | -6 | COc1cccc(OCCNC(=O)c2cccc(OC)c2)c1
90 | 9 | 2 | COc1cc(OC)cc(C(=O)N2CCN(S(C)(=O)=O)CC2)c1

# Copied from the list.
# Value of compound 77 under TNAP inh Pi: 2
# Value of compound 53 under TNAP inh Pi: 6
# Value of compound 83 under TNAP pNPP inh: 3
# Value of compound 67 under TNAP pNPP inh: 4
# Value of compound 28 under TNAP pNPP inh: 7

# (list continues)
item | TNAP inh Pi | TNAP pNPP inh | Compound
91 | 11 | 5 | O=C(COc1ccc(Cl)cc1)Nc1ccccc1CO
92 | 8 | 6 | CCCNc1ncnc2c1cnn2-c1ccc(OC)cc1
93 | 5 | -2 | CCOC(=O)C1=C(C)NC(=O)NC1c1ccc(OC)c(Cl)c1 (stereo not given)
94 | 0 | 0 | CSCCC(NC(N)=O)C(=O)NCc1ccccc1Cl (stereo not given)
95 | 15 | 6 | O=C(c1cc2n(n1)C(C(F)(F)F)CC(c1ccco1)N2)N1CCc2ccccc2C1 (stereo not given)
96 | 7 | 0 | Cc1ccc2c(c1)nnn2C1CCN(S(=O)(=O)c2cccc(S(=O)(=O)N(C)C)c2)CC1
97 | 3 | -5 | CN1C(=O)N(C)C2C1NC(=O)N2C (stereo not given)
98 | 9 | 4 | COCCNC(=O)C(C)Oc1ccc(Cl)cc1Cl (stereo not given)
99 | 9 | 4 | O=C(COc1ncnc2ccc(Br)cc12)N1CCOCC1
100 | 6 | 1 | Clc1ccc(COc2ccccn2)c(Cl)c1
101 | -14 | 4 | CCOc1ccc(N(CC(=O)O)S(=O)(=O)c2ccc(F)cc2)cc1
102 | 4 | 3 | O=C(O)Cc1cc(I)c(Oc2ccc(O)c(I)c2)c(I)c1
103 | -2 | -8 | CN(C(=O)c1cccc(C#N)c1)c1nnc(-c2cnccn2)s1
104 | 6 | 2 | CC(CN1CCCCC1)OC(=O)Cc1ccc(Cl)cc1 (stereo not given)
105 | 0 | 0 | CC(C)(C)c1ccc(NC(=O)COC(=O)C2=COCCO2)cc1
106 | -9 | 2 | N#Cc1cn(-c2ccccc2)nc1-c1ccccc1
107 | 9 | 2 | O=C(Nc1ccccc1)N1CCC(c2nc(-c3ccc(S(=O)(=O)N4CCOCC4)cc3)no2)CC1
108 | 5 | 0 | COc1ccc(NC(=O)C23CCC(C2)C(C)(C)C3=O)cc1 (stereo not given)
109 | 9 | 1 | O=c1c(-c2ccccc2)coc2c(CN3CCCC3)c(O)ccc12
110 | -57 | -24 | COc1cccc(/C=C2/CN(C)CC3=C2OC(N)=C(C#N)C3c2cccc(OC)c2)c1 (stereo not given)
111 | 6 | -3 | COc1ccc(OCC(O)Cn2c(=N)n(CCN3CCCCC3)c3ccccc32)cc1 (stereo not given)
112 | -6 | 4 | CN(C)C(=O)CSc1nc2ccccc2c(=O)[nH]1
113 | 7 | 2 | CC(=O)Cc1nsc(NC(=O)c2ccc(COc3ccc(C)cc3)o2)n1
114 | 14 | 5 | CCOc1ccc(OCC)c(NC(=O)CSc2nc3ccccc3c(=O)n2C)c1
115 | -8 | -3 | Cc1ccc2c(c1)[nH]c1c(=O)n(CCCN3CCOCC3)cnc12
116 | 5 | -1 | CCOC(=O)C1CCN(c2nc3ccccc3nc2C(C#N)C(=O)OC(C)COC)CC1 (stereo not given)
117 | 3 | -6 | Cc1csc(NC(=O)CSc2nnc(-c3ccoc3C)n2Cc2ccco2)n1

# Compound profiles (already shown). Order of screens: TNAP inh Pi | TNAP pNPP inh
# Entry for COc1ccc(OCC(O)Cn2c(=N)n(CCN3CCCCC3)c3ccccc32)cc1 (stereo not given) → 6 | -3
# Entry for Cc1ccc2c(c1)[nH]c1c(=O)n(CCCN3CCOCC3)cnc12 → -8 | -3

# Assay outcomes deposited in PubChem BioAssay by Sanford-Burnham Center for Chemical Genomics.
